FAS TE block: inhibitors of human fatty acid synthase thioesterase domain; P49327; recombinant FAS-TE, OMFH fluorogenic substrate, fluorescence endpoint; inhibition, % at 15 µM; 360,000 compounds, 0.67% hits; AID 602261;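 active = compounds whose normalised, plate-corrected inhibition of enzyme fluorescence in the single-dose primary screen is 50% or more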;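 note: 0% = DMSO with enzyme and 100% = substrate without enzyme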
MsrA inhibitor: bovine MsrA inhibition; inhibition, % at 15.5 µM; 360,000 compounds, 0.75% hits; AID 651718; purified bovine MsrA, absorbance read-out; in the data active = inhibition above about 4.5%;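 note: 0% = vehicle wells with enzyme and 100% = reference inhibitor wells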
Rin1 Abl inh: human Rin1-Abl interaction inhibition. P00519+Q13671. TR-FRET Rin1/Abl binding, biochemical. inhibition, % at 7.35 µM. 360,000 compounds, 0.4% hits; in the data active = inhibition above about 5%, passing the limit was not always enough
E coli Lon inh: inhibitors of E. coli Lon protease; 360,000 compounds, 0.42% hits; purified E. coli Lon protease, fluorescence polarization; P0A9M0; inhibition, % at 7.94 µM; in the data active = inhibition above about 13%, passing the limit was not always enough;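 note: 0% = enzyme with probe and DMSO and 100% = no enzyme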
PABP1 MLLE inh: blocks PAM2 peptide binding to the PABP1 MLLE domain; GST-MLLE / FITC-PAM2 fluorescence polarization; inhibition, % at 20 µM; AID 588489; 360,000 compounds, 0.36% hits; in the data active = inhibition above about 35%, passing the limit was not always enough;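 note: plate controls were DMSO wells with GST-MLLE for no effect and wells lacking GST-MLLE protein for full effect; some results filed as inactive read as strong as hits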
Target sequence (P11940 whole entry, looked up, the tested form may be a part): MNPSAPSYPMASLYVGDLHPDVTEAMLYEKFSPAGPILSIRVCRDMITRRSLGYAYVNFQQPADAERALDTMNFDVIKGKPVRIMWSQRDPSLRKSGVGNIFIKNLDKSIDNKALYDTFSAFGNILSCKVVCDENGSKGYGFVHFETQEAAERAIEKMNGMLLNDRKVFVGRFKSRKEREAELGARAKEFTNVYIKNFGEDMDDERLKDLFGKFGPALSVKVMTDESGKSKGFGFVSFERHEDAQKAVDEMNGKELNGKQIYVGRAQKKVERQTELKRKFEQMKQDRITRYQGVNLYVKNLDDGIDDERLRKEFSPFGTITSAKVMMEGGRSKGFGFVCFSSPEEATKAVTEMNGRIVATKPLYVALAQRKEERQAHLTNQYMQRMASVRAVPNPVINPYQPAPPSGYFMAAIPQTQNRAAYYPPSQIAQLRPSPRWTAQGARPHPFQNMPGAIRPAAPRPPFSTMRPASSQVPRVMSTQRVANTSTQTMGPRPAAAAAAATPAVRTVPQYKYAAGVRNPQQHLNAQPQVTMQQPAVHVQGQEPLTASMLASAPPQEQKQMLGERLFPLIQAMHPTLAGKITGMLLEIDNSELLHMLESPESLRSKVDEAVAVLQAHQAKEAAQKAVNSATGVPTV
CSN inh: blocks human CSN-mediated cullin deneddylation. AID 651999. Q92905. inhibition, % at 12.5 µM. Purified CSN, SCF-Nedd8-OG deneddylation, fluorescence polarization. 360,000 compounds, 0.38% hits;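 active = pattern-corrected inhibition above about 35%, with an unprinted fluorescence ratio check between 0.5 and 1.5, limit read from the data, passing the limit was not always enough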;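 note: 0% = enzyme with substrate and 100% = substrate without enzyme; some results filed as inactive read as strong as hits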
Target sequence (Q92905 whole entry, looked up, one chain of several): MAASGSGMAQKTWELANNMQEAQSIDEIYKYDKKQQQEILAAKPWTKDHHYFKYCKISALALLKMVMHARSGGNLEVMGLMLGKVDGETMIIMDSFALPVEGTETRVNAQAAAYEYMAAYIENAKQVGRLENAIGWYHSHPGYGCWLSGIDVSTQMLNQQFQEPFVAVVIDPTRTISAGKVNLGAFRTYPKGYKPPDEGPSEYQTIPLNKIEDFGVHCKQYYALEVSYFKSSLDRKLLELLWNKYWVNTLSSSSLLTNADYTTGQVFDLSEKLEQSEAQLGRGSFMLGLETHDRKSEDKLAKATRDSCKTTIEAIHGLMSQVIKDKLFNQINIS
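Material: human Csn5 produced in HEK293T cells; Input: enzyme 0.24 nM; Reagent: SCFSkp2-Nedd8OG substrate at 10 nM final; Dosing: 12.5 µM compound; Incubation: 90 min reaction at room temperature; Detection: fluorescence polarization of the substrate; Evaluation: % inhibition of substrate cleavage by Csn5; Control set: substrate-only high control, full reaction low control.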
MsrA act: bovine methionine sulfoxide reductase A activation; purified bovine MsrA, absorbance read-out; activation, % at 10.6 µM; 360,000 compounds, 0.3% hits; in the data active = activation above about 7.5%;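 note: 0% = vehicle and 100% = reference activator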
Rpn11 block: Rpn11 (human) deubiquitinase inhibition; calls only at 20 µM; 360,000 compounds, 0.59% hits; human 26S proteasome, Ub4-pepOG fluorescence polarization; 20S core pre-blocked with epoxomicin; AID 588493; O00487;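 active = inhibition at 20 µM, scaled to each plate's controls, above about 33%, limit read from the data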
MT1-MMP act inh: MT1-MMP (human) activation inhibition; P50281; HT1080 RFP-PRO-GFP cells, GFP/RFP ratio fluorescence, overnight; percent of plate control window, DMSO zero; GFP/RFP ratio change, % at 20 µM; 360,000 compounds, 0.061% hits;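 active = GFP/RFP ratio change of at least 30% with cell ATP level not reduced by more than half and red fluorescence within 50% of control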; note: strong numbers were not always called active
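Assay system: HT1080 cells carrying an RFP-PRO-GFP reporter | Dosing: Single dose of 20 µM compound, 1% DMSO final | Incubation: Cells overnight before dosing, compound overnight, 37 °C, 5% CO2 | Evaluation: GFP/RFP fluorescence ratio | Control set: DMSO and RFP-L50D-GFP cell wells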
* hit, by the source's call; i = inactive; . = no result given.

The line under a structure holds: FAS TE block	MsrA inhibitor	Rin1 Abl inh	E coli Lon inh	PABP1 MLLE inh	CSN inh	MsrA act	Rpn11 block	MT1-MMP act inh
O=C(NC(=S)N1CCN(c2ccc([N+](=O)[O-])cc2)CC1)c1ccccc1F
  6	0.7	-3	-14	-83	-6	-5	i	5
CCCCCCn1nc(C(=O)Nc2nc3c(s2)CCCC3)c2ccccc2c1=O
  26	1.0	-1	-1	-6	-5	-1	i	-7
C[C@H](CO)N1C[C@H](C)[C@@H](CN(C)S(=O)(=O)c2ccccc2)Oc2c(NC(=O)Nc3ccc4c(c3)OCO4)cccc2C1=O
  7	-0.2	-3	-9	5	0	-1	i	-2
CC1CCCCN1C(=S)NCc1ccccc1 (configuration not stated)
  -9	0.1	-2	8	-139	2	-3	i	16
CC(C)(C)C(=O)Nc1cccc(-c2nnc(-c3cccc(NC(=O)C(C)(C)C)c3)o2)c1
  7	-0.4	-5	8	2	0	0	i	-1
COc1ccc(C(=O)Cc2cc(OC)c(OC)cc2[N+](=O)[O-])cc1
  -12	-1.3	0	-4	-1	2	-1	i	-2
COc1ccc(Cl)cc1NC(=O)CN(C)C(=O)c1cc2ccccc2cc1O
  13	-0.6	0	6	2	0	-2	i	4
O=C(Cc1ccccc1)OCC(=O)c1cccc([N+](=O)[O-])c1
  1	0.6	1	-10	12	0	4	i	2
CCCCNC(=O)CSc1nc2ccccc2c(=O)n1C1CCCC1
  0	0.2	-2	0	2	4	0	i	5
C=CCOC(=O)COc1ccc2c(C)c(C)c(=O)oc2c1C
  9	0.8	0	4	-2	-5	0	i	5
Cc1c(-c2ccc(F)cc2)nc(N)c(C#N)c1-c1cccs1
  0	0.4	3	8	3	-2	2	i	2
CC(C)Nc1ncnc2c1ncn2[C@H]1CN(C2CCCC2)C[C@@H](CO)O1
  -6	1.3	0	-11	1	2	0	i	3
Cc1cccc(Nc2nccc(N(C)C)c2C#N)c1
  -4	-0.4	2	0	-3	-1	-3	i	1
CC1(C)CC(CC(=O)Nc2nccs2)(c2ccccc2)CCO1 (configuration not stated)
  -9	-0.3	4	-8	9	-1	-4	i	-1
COc1cccc2c(=O)n(CC(=O)N3CCCCC3)ccc12
  1	0.9	0	1	14	3	0	i	4
COc1ccc(CN(C(=O)COc2ccc(C)c(C)c2)C2CCS(=O)(=O)C2)cc1OC (configuration not stated)
  -1	-0.3	-1	2	-5	1	7	i	4
CC(C)CCC(C)N=Cc1c(O)n(Cc2ccccc2)c(=O)c2ccccc12 (configuration not stated)
  25	0.7	5	0	-2	1	-7	i	-9
CCCCNC(=S)N1CCN(c2nc3ccccc3s2)CC1
  3	-1.9	3	0	-142	-3	-9	i	6
CCOC(=O)c1c(/N=C/c2cccc([N+](=O)[O-])c2O)sc2c1CCC2
  1	-0.8	-2	2	33	0	-4	i	1
Cc1cc(-c2cc(C)c(N)cc2C)c(C)cc1N
  -4	-0.5	0	0	-5	-3	-6	i	0
COCCNC(=O)C(c1cccnc1)N(Cc1ccc(C)cc1)C(=O)Cn1nnc2ccccc21 (configuration not stated)
  -4	-0.4	3	-2	-1	-1	-1	i	-2
O=C(CCNS(=O)(=O)c1ccc2[nH]c(=O)oc2c1)NCc1ccc(F)cc1
  -12	2.3	1	-1	-12	-4	-4	i	9
CS(=O)(=O)c1ccccc1C(=O)Nc1ccc2sccc2c1
  -7	-1.1	-2	6	6	5	-4	i	-2
COC(=O)C1C(O)=C(C=Nc2ccccc2)C(=O)CC1(C)C (configuration not stated)
  -4	4.5	-1	-8	3	3	-1	i	0
O=C(C[C@@H]1C/C=C\C[C@H](NC(=O)OCC2c3ccccc3-c3ccccc32)C(=O)OC[C@@H]2CCCN2C1=O)N[C@H](CO)Cc1ccccc1
  -3	-0.6	-1	1	0	2	-2	i	-1
O=C(O)c1ccc(NC2OC[C@@H](O)[C@H](O)[C@H]2O)cc1 (some centres not stated)
  0	-0.8	-1	1	-2	0	-1	i	4
Cn1nnnc1SCC(=O)Nc1ccccc1Cc1ccccc1
  -7	-1.8	-6	-2	0	0	-3	i	8
CC(C)Cn1c(N)c(C(=O)CSc2nnc(-c3ccco3)n2C)c(=O)n(C)c1=O
  -4	0.0	2	-6	2	3	-1	i	-1
Cc1cc(OC(C)C)c2c(-c3ccccc3)cc(=O)oc2c1
  13	26*	1	0	8	8	-6	i	-7
CC(=O)c1c(N2CCN(C)CC2)nc(=S)n(Cc2ccccc2)c1C
  -16	0.2	-3	3	23	4	-2	i	-7
COc1cccc(C(=O)NCC(=O)OCC(=O)c2ccccc2)c1
  -3	-1.3	-2	-1	18	-3	-4	i	3
COc1ccc(C(=O)CSc2nc3nc(C)cc(C)n3n2)cc1OC
  -7	0.3	1	-6	11	-3	-2	i	2
Cc1cccc(/C(N)=N/OC(=O)c2ccc(F)cc2)c1
  -4	0.8	1	-1	1	-2	-3	i	4
Cc1cc(=O)nc2c3ccccc3n(CC(=O)NCCCN3CCCCC3C)n12 (configuration not stated)
  -3	0.1	-1	-18	17	-8	-1	i	-2
COC(=O)c1ccc2c(=O)n(CCCCCC(=O)NCc3ccccn3)c(=O)[nH]c2c1
  2	-0.5	-1	0	8	-3	-6	i	-3
O=C(NCCCn1ccnc1)C1CCCN(S(=O)(=O)c2cc(Cl)ccc2Cl)C1 (configuration not stated)
  -7	-0.7	5	-3	9	0	0	i	1
CC(=O)c1c(C)nc(-c2ccc(OCC(=O)Nc3cccc(C)c3C)cc2)n1O
  -10	0.9	5	-6	-1	0	-4	i	4
O=C1c2ccccc2/C(=C\c2ccc3[nH]ccc3c2)N1c1ccccc1
  28	0.5	3	-9	-14	0	-2	i	2
COc1ccc(CCNC(=O)C2CCCN(c3nc4ccccc4s3)C2)cc1OC (configuration not stated)
  -2	-0.5	0	-2	-3	2	-2	i	3
CN(Cc1ccccc1)C(=O)COC(=O)c1ccc2c(c1)OCO2
  -2	-0.4	-1	-5	14	-4	-1	i	5
Cc1cccc(NC(=S)NC(=O)c2ccc(Br)o2)c1C
  9	-0.1	4	-4	19	4	-4	i	-1
O=C(COC(=O)/C=C/c1ccc(Cl)cc1Cl)NCC1CCCO1 (configuration not stated)
  -4	0.2	2	-9	-11	2	-1	i	0
CCNC(=O)COc1cccc(C(=O)NCc2ccccc2)c1
  -10	1.3	-1	4	-18	-4	-3	i	-1
COCC1CCCCN1C(=O)c1ccc(OC2CCN(Cc3ccccn3)CC2)cc1 (configuration not stated)
  -6	-0.5	1	-1	5	-8	0	i	2
Cc1ccc(NC(=O)CCNC(=O)Cn2ccc3ccccc3c2=O)cc1F
  -4	-0.6	1	10	-1	4	-3	i	2
Cc1nc2scc(-c3ccccc3)c2c(=O)o1
  51*	1.0	0	-9	-2	4	-4	i	0
O=c1[nH]c(SCc2cccc(F)c2)nc2c1CCCC2
  -2	-0.5	4	1	11	2	-4	i	5
COc1ccccc1OCc1nnc(SCCN2CCOCC2)o1
  -3	0.2	-3	3	-46	0	0	i	4
Cc1ccc(S(=O)(=O)C(CCC(=O)N2CCOCC2)S(=O)(=O)c2ccc(C)cc2)cc1
  -10	-0.7	-1	6	-4	-4	-9	i	8
COc1ccccc1-c1nc(C#N)c(N2CCc3ccccc3C2)o1
  22	1.5	0	8	28	0	-2	i	-1
O=C(COc1ccccc1/C=C\c1[nH]c(=O)[nH]c(=O)c1[N+](=O)[O-])Nc1ccccc1
  7	3.4	5	4	-10	12	-10	i	-1
CN(CCCC(=O)NCCc1ccccc1)S(=O)(=O)c1ccc([N+](=O)[O-])cc1
  28	0.1	0	-5	-7	-1	-1	i	0
CCC1Sc2ccc(S(=O)(=O)CCC(=O)Nc3ccc(NC(C)=O)cc3)cc2NC1=O (configuration not stated)
  -3	-0.5	0	2	-1	-1	-1	i	0
FC(F)(F)c1ccc(CSc2nccn2-c2ccccc2)cc1
  9	0.1	0	-11	-2	4	-5	i	-1
O=C(C[C@H]1C[C@H](C(=O)N2CCOCC2)[C@@]2(CCC3CCCC3)c3[nH]c4ccc(Cl)cc4c3CCN2C1=O)NCC12CC3CC(CC(C3)C1)C2
  82*	3.0	-2	0	3	-3	-8	i	-24
COc1ccc(C(CC(=O)NCCCN2CCOCC2)NS(=O)(=O)c2ccc(C)cc2)cc1 (configuration not stated)
  -4	-0.7	2	-6	-9	5	-5	i	0
O=C(Oc1ccccc1)c1c(Cl)cccc1P(=O)(O)O
  -3	1.3	-1	5	2	1	0	i	8
CCc1cc(=O)oc2cc(C)c(CN3CCCCC3)c(O)c12
  -5	-0.3	-4	4	34	23	-11	i	-3
CC(C)N1CCN(Cc2ccc(Sc3nncn3C)o2)CC1CCO (configuration not stated)
  -9	-0.4	-2	10	5	-5	-6	i	8
CCN(CC)C(=O)CSc1nc2sc(C)c(C)c2c(=O)[nH]1
  2	2.0	-1	1	-38	1	1	i	5

Reformatted: results already given
Compound,FAS TE block,MsrA inhibitor,Rin1 Abl inh,E coli Lon inh,PABP1 MLLE inh,CSN inh,MsrA act,Rpn11 block,MT1-MMP act inh
O=C(C[C@H]1C[C@H](C(=O)N2CCOCC2)[C@@]2(CCC3CCCC3)c3[nH]c4ccc(Cl)cc4c3CCN2C1=O)NCC12CC3CC(CC(C3)C1)C2,82*,3.0,-2,0,3,-3,-8,i,-24
COc1ccc(C(CC(=O)NCCCN2CCOCC2)NS(=O)(=O)c2ccc(C)cc2)cc1 (configuration not stated),-4,-0.7,2,-6,-9,5,-5,i,0

(more compounds)
The line under a structure holds: FAS TE block	MsrA inhibitor	Rin1 Abl inh	E coli Lon inh	PABP1 MLLE inh	CSN inh	MsrA act	Rpn11 block	MT1-MMP act inh
CCCc1sc(N/N=C/c2ccccn2)nc1-c1ccc(F)cc1
  23	.	-1	1	28	1	-2	i	-10
Cn1c(=O)oc2cc(S(=O)(=O)NCCc3ccccc3)ccc21
  1	0.0	4	4	-4	0	-4	i	0
COC1CCN(C(=O)c2ccc(OC3CCN(CCc4ccccc4)CC3)cc2)CC1
  -5	-0.6	4	-1	13	-4	-9	i	1
CCOc1ccc(OCCC(=O)OCC(=O)Nc2ccc(C)c(S(=O)(=O)N3CCCCC3)c2)cc1
  19	3.7	2	6	-6	-1	1	i	9
CCN(CC)c1ccc(C=C2C(=O)OC3(CCCCC3)OC2=O)cc1
  -6	4.1	-2	-7	-137	26	-4	.	1
Cc1cc(N2CCCC2)ccc1NC(=O)COc1cccc(C(F)(F)F)c1
  6	-1.7	3	-5	-10	-1	0	i	-8
COc1ccc(Br)cc1CN(C)C(C)C(=O)Nc1cc([N+](=O)[O-])ccc1OC (configuration not stated)
  54*	0.2	1	-6	3	-2	7	i	3
O=C1CC2(CCN(C(=O)c3c(F)cccc3Cl)CC2)Oc2ccccc21
  2	0.3	-1	-4	14	-4	-2	i	-3
COc1cccc(C2=CC(=O)C(C(C)(C)C)N2C(C)(C)C)c1 (configuration not stated)
  14	-0.3	1	7	5	-2	1	i	1
Fc1ccc(NC(=S)N2CCCCC2)cc1
  -10	1.1	-1	-18	-61	6	-2	i	3
COc1cc(OC)c2c3c(c(C4CCCCC4)nc2c1)CCCC3
  8	-0.3	-1	-7	-7	-1	-1	i	6
CCCN(c1ccccc1F)S(=O)(=O)c1c[nH]c(C(=O)OC)c1
  6	1.3	-2	-7	-3	1	-1	i	3
O=C(c1cc2ccccc2oc1=O)N1CCN(c2ncccn2)CC1
  -6	.	-3	-11	-10	1	-3	i	0

Screening results from PubChem.
